RORgamma inh = ROR gamma (mouse) transcription inhibition | P51450 | Drosophila S2 Gal4-RORgamma UAS-luciferase reporter, 20 h | Potency, µM (series often up to 53.6 µM), without a hit: at the highest dose activity change, negative = inhibition, hits mostly inhibitors | 5.4% of 310,000 active; note: % is set by controls: 0 for no effect and ±100 for the full control effect; nearly all actives have a fitted effect of over 60% in size
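Stably transfected Drosophila Schneider cells are the test system, with ROR gamma fused to Gal4 and luciferase under UAS control; luminescence is read after 20 hr of 700 uM copper sulfate induction at ambient temperature.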
ELG1 genotox = induces genotoxicity in HEK293T cells with luciferase-tagged ELG1 | HEK293T ELG1-luciferase reporter, luminescence, 16 h | Potency, µM (top dose mostly 46 µM), for the others: top-dose activity change, positive = activation, most hits filed as activators | 1.3% of 330,000 active; note: % of control where 0% means no effect; nearly all actives have a fitted effect of over 60% in size
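ELG1-luciferase HEK293T cells, 2,000/well; compound pinned in; 16 hr, 37 °C, 5% CO2; ONE-Glo, 30 min RT; luminescence on CCD imager.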
MLL CXXC-DNA inh = blocks binding of human MLL CXXC domain to DNA; 0.037% of 290,000 active; AID 2662; Q03164; MLL-CXXC / FITC-HOXA9 DNA fluorescence polarization; Potency, µM (doses to about 115 µM), inactives show at the top dose activity change, negative = inhibition, usual class: inhibitors; active = well fitted inhibition curve with a large enough effect in the polarisation, with a control signal flat, not every such curve was filed as active; inconclusive = small, poorly fitted or top-dose-only effect, or effect the other way, or a change in a side signal; inactive = no such curve, though single readings can be large or run the other way; the % refers to the polarisation
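Steps: dispense CXXC domain solution (7 uM) → pin compounds or unlabeled HOX-A9 DNA control → 5 min ambient → add FLSN-HOX-A9 solution (50 nM) → spin → 30 min ambient → fluorescence polarization. Tris pH 7.5/NaCl/DTT/BSA buffer.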
FLuc modulator = counter-screen for miR-21 project: firefly luciferase inhibitors or activators; P08659; purified FLuc, Km substrates, luminescence inhibition; Potency, µM (doses to about 57.5 µM), without a hit: top-dose activity change, negative = inhibition, most hits filed as inhibitors; 6.9% of 360,000 active; AID 588342;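 note: plate controls were vehicle for no effect and reference inhibitor for full effect; nearly all actives have a fitted effect of over 55% in size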
Target sequence (P08659 whole entry, looked up): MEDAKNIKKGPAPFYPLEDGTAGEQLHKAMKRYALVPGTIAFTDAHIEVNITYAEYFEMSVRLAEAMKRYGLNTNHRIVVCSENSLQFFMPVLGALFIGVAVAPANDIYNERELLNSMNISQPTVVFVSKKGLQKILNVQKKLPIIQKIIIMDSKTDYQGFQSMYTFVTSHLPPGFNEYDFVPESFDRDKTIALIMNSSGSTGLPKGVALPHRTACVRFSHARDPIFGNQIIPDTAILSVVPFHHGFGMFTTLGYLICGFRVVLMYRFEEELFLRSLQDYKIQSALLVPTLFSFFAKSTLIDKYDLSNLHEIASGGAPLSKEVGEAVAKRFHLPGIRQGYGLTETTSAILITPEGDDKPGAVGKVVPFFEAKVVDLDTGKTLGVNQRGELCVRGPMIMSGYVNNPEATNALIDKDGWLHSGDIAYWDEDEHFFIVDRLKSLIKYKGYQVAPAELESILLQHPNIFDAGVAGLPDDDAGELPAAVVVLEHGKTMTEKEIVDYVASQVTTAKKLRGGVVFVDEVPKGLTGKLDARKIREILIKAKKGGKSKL
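Purified P. pyralis luciferase (10nM final) with 10uM D-luciferin and 10uM ATP (Km levels) in 50mM Tris acetate pH 7.5, 10mM Mg acetate, 0.01% Tween-20, 0.05% BSA; qHTS 6-point titration, ~60 µM downward; luminescence read.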
MBNL1-CUG inh = MBNL1-poly(CUG) RNA binding inhibition. Q9NR56. TR-FRET MBNL1-His/biotin-(CUG)12 binding, 665/545 ratio. Potency, µM (doses to about 57.5 µM), for the others: at the highest dose activity change, negative = inhibition, most hits filed as inhibitors. 0.036% of 280,000 active. AID 2675; active = well fitted inhibition curve with a large enough effect in the signal ratio, with a control signal flat, not every such curve was filed as active; inconclusive = small, poorly fitted or top-dose-only effect, or effect the other way, or a change in a side signal; inactive = no such curve, though single readings can be large or run the other way; the % refers to the signal ratio; note: % is set by controls: 0 for no effect and ±100 for the full control effect
Target sequence (Q9NR56 whole entry, looked up): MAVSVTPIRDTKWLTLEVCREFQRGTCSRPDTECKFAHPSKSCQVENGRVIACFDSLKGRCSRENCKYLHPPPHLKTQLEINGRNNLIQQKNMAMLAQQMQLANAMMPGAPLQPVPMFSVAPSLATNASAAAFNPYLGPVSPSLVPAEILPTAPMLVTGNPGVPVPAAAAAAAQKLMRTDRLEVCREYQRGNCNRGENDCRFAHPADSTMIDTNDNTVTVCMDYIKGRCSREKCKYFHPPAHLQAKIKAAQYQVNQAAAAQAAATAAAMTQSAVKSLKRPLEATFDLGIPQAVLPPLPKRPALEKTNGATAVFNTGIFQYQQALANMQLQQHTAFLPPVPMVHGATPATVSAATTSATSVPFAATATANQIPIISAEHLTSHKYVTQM
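Compounds (final 92 nM to 58 uM) are added to His-tagged MBNL1 and biotin-(CUG)12, then terbium anti-His antibody and streptavidin-XL665 (5 nM final). After 60 min at room temperature, the 665/545 nm ratio is read.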
p53 reactivation = restores transcriptional activity of mutant p53; Potency, µM (top dose mostly 92.2 µM), without a hit: top-dose activity change, positive = activation, actives largely listed as activators; 0.063% of 320,000 active; H1299 p53-A138V BP100-luciferase reporter, luminescence, 24 h; note: % of control where 0% means no effect; nearly all actives have a fitted effect of over 45% in size
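H1299 (p53-null), stable ts p53-A138V + BP100-Luc; 1000 cells/well, Opti-MEM/10% FBS; cpd 4 pt, 1:5; 24 h, 37 deg C, 5% CO2; detection reagent 10 min RT; luminescence.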
NPC1 promoter act = activators of NPC1 promoter; Huh7 NPC1 promoter luciferase reporter, 24 h; Potency, µM (highest dose often 9.22 µM), for inactives: top-dose activation, most hits filed as activators; 2.4% of 320,000 active; AID 485313;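 note: % of control where 0% means no effect; nearly all actives have a fitted effect of over 60% in size; reporter is driven by a mutant NPC1 promoter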
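Readout is luciferase luminescence, reflecting NPC1 promoter activation in stably transfected Huh7 cells after 24 h compound exposure at 37 °C in reduced-serum medium with 10% FBS.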
uPA generation = cell surface uPA generation inhibition; 0.31% of 330,000 active; cell surface uPA generation assay, qHTS; Potency, µM (highest dose often 38.3 µM), for the others: top-dose activity change, negative = inhibition, most hits filed as inhibitors; AID 540303; active = well fitted inhibition curve with a large enough effect; inconclusive = small, poorly fitted or top-dose-only effect; inactive = no such curve, though single readings can be large or run the other way; tested in mouse RAW 264.7 cells; note: % is set by controls: 0 for no effect and ±100 for the full control effect; nearly all actives have a fitted effect of over 55% in size
Rab9 prom act = Rab9 promoter activation | AID 485297 | Potency, µM (top dose mostly 9.22 µM), for inactives: at the highest dose activation, negative = inhibition, most hits filed as activators | Huh7 Rab9 promoter-luciferase reporter, luminescence, 24 h | 2.8% of 320,000 active; note: % of control where 0% means no effect; nearly all actives have a fitted effect of over 60% in size
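Rab9 promoter-driven luciferase in stably transfected Huh7 cells; 1500 cells/well rested 2 h, exposed to compound in DMSO for 24 h at 37 °C, 5% CO2. Luminescence read 10 min after adding luciferase reagent at ambient temperature.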
VP16 counter = Gal4-VP16 reporter inhibition counter-screen | Potency, µM (highest dose often 53.6 µM), for the others: top-dose activity, negative = inhibition, most hits filed as inhibitors | 3.5% of 310,000 active | Drosophila S2 Gal4-VP16 UAS-luciferase, luminescence, 20 h;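 note: Gal4-VP16 expression switched on by copper sulfate through the metallothionein promoter; % is set by controls: 0 for no effect and ±100 for the full control effect; nearly all actives have a fitted effect of over 50% in size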
BRCA1 expr act = increases BRCA1 expression. MCF7-BRCA1-FFLuc reporter, luminescence, 48 h; response scale: scaled: vehicle 0%, 10 µM genistein 100%. Potency, µM (top dose mostly 46.1 µM), for the others: top-dose activation, most hits filed as activators. 1.1% of 380,000 active; note: nearly all actives have a fitted effect of over 80% in size; some results filed as inactive show a strong effect at the top dose
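First, MCF7-BRCA1-FFLuc cells (2000/well) attach for 2 h; next, compounds are pin-added and incubated 48 h at 37 °C; finally, luciferase reagent is added and luminescence read after 15 min.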
* marks the source's active call; other numbers are inactive results; ? = inconclusive; / = not tested or not shown; [ ] = another dose, or the depositor's remark. Unless noted, calls come from the whole dose curve; as a rule, active = well fitted curve in the direction sought with a large enough effect; inconclusive = small, poorly fitted or top-dose-only effect, or another doubt; inactive = no such curve, though single readings can be large; an effect the other way counts as inactive or inconclusive. Potency is the fitted concentration of half-maximal effect. An excerpt; rates above refer to the full screens.

The line under a structure holds: uPA generation	p53 reactivation	Rab9 prom act	ELG1 genotox	NPC1 promoter act	FLuc modulator	MBNL1-CUG inh	VP16 counter	RORgamma inh	MLL CXXC-DNA inh	BRCA1 expr act
(1) O=C(CCN1C(=O)c2ccccc2C1=O)Nc1ccc(S(=O)(=O)N2CCOCC2)cc1
    /	-1%	-2%	-5%	0%	1%	10%	-1%	24%	1%	-4%
(2) CSc1nc(C2CC2)cc(-c2cccs2)c1C#N
    -3%	22%	0%	-1%	-3%	4%	16%	-2%	17%	-9%	-113%[inhibitor]
(3) COc1ccc(CCNc2nc(-c3sc(N)nc3C)cs2)cc1OC
    -4%	0%	-3%	-6%	-1%	?	7%	4%	9%	13%	-26%
(4) O=C(COc1ccc(F)c(Cl)c1)c1ccc[nH]1
    7%	18%	18%	10%	?	?	3%	-13%	19%	-19%	93%
(5) Cc1ccc(S(=O)(=O)N(C)C)cc1NC(=O)c1ccc(OC(F)(F)F)cc1
    -3%	-3%	-5%	0%	-2%	0%	-1%	?	5%	6%	-32%
(6) COc1cccc(=O)c2c(C)n(-c3cc(C)cc(C)c3)c(C)c12
    1%	-4%	0%	-4%	-1%	1%	12%	-5%	-20%	4%	-10%
(7) O=C1c2ccccc2C(=O)C12OC(c1ccccc1)C1(C(=O)c3ccccc3C1=O)C2c1cccc([N+](=O)[O-])c1 (configuration not stated)
    /	19%	-2%	8%	7%	3%	-4%	?	-25%	1%	/
(8) CC(Sc1nnc(Cc2ccc([N+](=O)[O-])cc2)o1)C(N)=O (configuration not stated)
    0%	11%	0%	-1%	-5%	-2%	?	4%	4%	-6%	13%
(9) O=C1CC(NS(=O)(=O)c2cccnc2)CN1c1ccc(Cl)cc1 (configuration not stated)
    -3%	5%	0%	-3%	-7%	-1%	/	/	/	/	-20%
(10) CCOC(=O)c1ccc(Oc2nc(NC)nc(SC)n2)cc1
    -1%	11%	-5%	-3%	-1%	1%	0%	-20%	-20%	12%	-9%
(11) O=C(COC(=O)/C=C/c1ccc(S(=O)(=O)N2CCOCC2)cc1)NCc1ccc(Cl)cc1
    -10%	-4%	1%	16%	-1%	-1%	8%	-13%[10 µM]	20%	19%	-7%
(12) S=C(Nc1cccc(Cl)c1Cl)N1CCC2(CC1)OCCO2
    /	-2%	-3%	-1%	-2%	-1%	6%	10%	-42%	-24%	9%
(13) O=C(COc1ccc([N+](=O)[O-])cc1Cl)N(C1CCCCC1)C1CCS(=O)(=O)C1 (configuration not stated)
    10%	/	-4%	1%	1%	1%	/	/	/	/	3%
(14) O=C(Cc1cccc2ccccc12)NCC(=O)N1CCN(Cc2cccc(C(F)(F)F)c2)CC1
    -6%	-13%	-20%	-1%	-16%	7%	/	/	/	/	-39%
(15) COc1ccc(S(=O)(=O)N(CC(=O)NCc2cccnc2)Cc2ccccc2)cc1
    1%	0%	-5%	-6%	-3%	2%	-1%	6%	14%	-8%	-4%
(16) CCN(CC)CCNC(=O)c1cn(CC)c2ccc(S(=O)(=O)N(C)C)cc2c1=O
    -4%	2%	3%	1%	1%	0%	7%	-1%	-15%	1%	0%
(17) CCCC(=O)Nc1c(-c2ccccc2Cl)c(=O)c2ccccc2n1C
    3%	5%	0%	-1%	-7%	-3%	-6%	-11%	0%	-2%	-12%
(18) O=C(CN1CCSC1=O)N1CCN(S(=O)(=O)c2ccc(F)cc2)CC1
    1%	-3%	0%	0%	0%	2%	/	/	/	/	13%
(19) C[C@@H](NC(=O)c1[nH]cnc1C(=O)Nc1cccc(Cl)c1)c1ccccc1
    -17%	-7%	1%	1%	-1%	0%	/	/	/	/	-27%
(20) Cc1ccc(C(=O)C(OC(=O)CN2C(=O)c3ccccc3C2=O)c2ccccc2)cc1C (configuration not stated)
    /	1%	-10%	1%	-2%	1%	2%	1%	-3%	14%	2%
(21) CCOC(=O)c1c(N)sc2c1CCSC2
    5%	2%	1%	0%	-3%	1%	27%	1%	-12%	-21%	-2%
(22) CN(CC(=O)Nc1ccc(F)cc1)c1ccc(S(=O)(=O)N2CCCC2)cn1
    -1%	-3%	-2%	-7%	-1%	-2%	-5%	0%	9%	31%[activator]	-32%
(23) CC(C)c1onc(C(=O)Nc2ccc3c(c2)OCO3)c1[N+](=O)[O-]
    -13%	?	0%	?	1%	27µM*	5%	?	19%	-11%	2%
(24) COc1ccc(NC(=O)CCN2CCCCCC2)c(OC)c1
    3%	1%	-4%	3%	0%	8%	2%	-10%	-18%	14%	-6%
(25) Cc1ccc(S(=O)(=O)N(CC(=O)Nc2cccc([N+](=O)[O-])c2)C2CCCCC2)cc1
    0%	4%	-2%	-6%	-2%	1%	17%	-5%	20%	14%	-31%
(26) CC(=O)Nc1ccc(S(=O)(=O)NCCc2ccc(F)cc2)cc1
    8%	-2%	-3%	2%	0%	1%	2%	8%	26%	2%	2%
(27) CC(C)[N+]1=C2C=CC=CC=C2SC12C([N+](=O)[O-])=CC(=[N+]([O-])[O-])C=C2[N+](=O)[O-] (configuration not stated)
    2%	13%	-3%	3%	-4%	-2%	1%	1%	3%	1%	-19%
(28) Oc1ccc(-c2cn3cc(C(F)(F)F)ccc3n2)cc1
    -7%	?	0.5µM*	2.1µM*	0.79µM*	0.67µM*	10%	8.9µM*	2.2µM*	9%	-7%
(29) O=C(CCn1c(=O)sc2ccccc21)NC1=NCCS1
    2%	22%	2%	-1%	-1%	?	-5%	4%	-17%	-1%	21%
(30) COc1ccc(Cn2c(N)c(C#N)c3nc4ccccc4nc32)cc1
    0%	5%	-8%	-2%	-3%	-4%	-12%	?	2%	45%[activator]	-42%
(31) N#CCC(=O)NNC(=S)Nc1ccccc1C(F)(F)F
    5%	-1%	0%	-16%	-12%	7%	-3%	?	11µM*	4%	-49%
(32) COc1ccc(S(=O)(=O)N2CCN(c3nc4ccccc4nc3-n3nc(C)cc3C)CC2)cc1
    /	4%	-2%	2%	-1%	-2%	3%	8%	-17%	4%	/
(33) CC1(C)NC(=O)N(CC(O)CN(c2cccc([N+](=O)[O-])c2)S(=O)(=O)c2ccccc2)C1=O (configuration not stated)
    3%	-2%	1%	4%	-1%	2%	18%	7%	5%	2%	0%
(34) O=C(Nc1ccc2ccccc2c1)c1cn(-c2ccccc2)nc1-c1cccs1
    /	12%	25%	1%	-3%	6µM*	0%	-6%	4%	25%	0%
(35) O=C(C1=C[C@@H](C2CCCCC2)C[C@@H](OCc2ccc(CO)cc2)O1)N1CCOCC1
    9%	-2%	-2%	1%	-4%	-4%	7%	-7%	-6%	-13%	5%
(36) Cc1nn(C)cc1S(=O)(=O)N1CCN(Cc2ccc(F)cc2Cl)CC1
    0%	-2%	-1%	-4%	2%	1%	1%	-14%	-6%	-11%	14%
(37) COc1cc(/C=C2\CC/C(=C\c3cc(OC)c(O)c(OC)c3)C2=O)cc(OC)c1O
    -9%	-7%	-28%	-9%	-16%	?	/	?	?	41%[activator]	-86%[inhibitor]
(38) Cc1nn2c(N3CCN(C)CC3)c3c(nc2c1-c1ccccc1)CCCC3
    -15%	-3%	-4%	1%	-4%	2%	-5%	3%	-10%	-10%	-85%[inhibitor]
(39) O=C(NCc1nc2ccccc2[nH]1)c1ccc(Cl)c(S(=O)(=O)N2CCCC2)c1
    10%	3%	-5%	-1%	-4%	2%	-4%	30%	-11%	5%	0%
(40) CCSc1nc(C)c(CC)c(C)c1C(N)=O
    3%	-6%	-1%	-4%	3%	1%	-10%	2%	0%	7%	-5%

Ordered by length of the SMILES (high to low): part of the list above
The line under a structure holds: uPA generation	p53 reactivation	Rab9 prom act	ELG1 genotox	NPC1 promoter act	FLuc modulator	MBNL1-CUG inh	VP16 counter	RORgamma inh	MLL CXXC-DNA inh	BRCA1 expr act
(33) CC1(C)NC(=O)N(CC(O)CN(c2cccc([N+](=O)[O-])c2)S(=O)(=O)c2ccccc2)C1=O (configuration not stated)
    3%	-2%	1%	4%	-1%	2%	18%	7%	5%	2%	0%
(35) O=C(C1=C[C@@H](C2CCCCC2)C[C@@H](OCc2ccc(CO)cc2)O1)N1CCOCC1
    9%	-2%	-2%	1%	-4%	-4%	7%	-7%	-6%	-13%	5%
(36) Cc1nn(C)cc1S(=O)(=O)N1CCN(Cc2ccc(F)cc2Cl)CC1
    0%	-2%	-1%	-4%	2%	1%	1%	-14%	-6%	-11%	14%
(31) N#CCC(=O)NNC(=S)Nc1ccccc1C(F)(F)F
    5%	-1%	0%	-16%	-12%	7%	-3%	?	11µM*	4%	-49%
